TDP1 cell CPT: DT40-hTDP1 cell growth loss with CPT. Potency, µM (highest dose often 46.2 µM), inactives show at the highest dose activity change, negative = growth inhibition, actives largely listed as inhibitors. 420,000 tested, 12% active. chicken DT40 Tdp1-/-;hTDP1 cells + 20 nM CPT, ATP luminescence, 48 h; note: nearly all actives have a fitted effect of over 55% in size
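Chicken DT40 Tdp1-/- cells complemented with human TDP1, 400 cells/well, exposed to compounds plus 20 nM camptothecin for at least 48 h at 37 C; viability read as ATP content by CellTiter-Glo luminescence.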
KAT2A inh: blocks human GCN5L2 histone acetyltransferase; Potency, µM (titrated, usually from 58.9 µM), without a hit: top-dose activity change, negative = inhibition, actives largely listed as inhibitors; Q92830; 390,000 tested, 0.21% active; GCN5L2 HAT assay, ThioGlo1 CoA-SH fluorescence
Target sequence (Q92830 whole entry, looked up): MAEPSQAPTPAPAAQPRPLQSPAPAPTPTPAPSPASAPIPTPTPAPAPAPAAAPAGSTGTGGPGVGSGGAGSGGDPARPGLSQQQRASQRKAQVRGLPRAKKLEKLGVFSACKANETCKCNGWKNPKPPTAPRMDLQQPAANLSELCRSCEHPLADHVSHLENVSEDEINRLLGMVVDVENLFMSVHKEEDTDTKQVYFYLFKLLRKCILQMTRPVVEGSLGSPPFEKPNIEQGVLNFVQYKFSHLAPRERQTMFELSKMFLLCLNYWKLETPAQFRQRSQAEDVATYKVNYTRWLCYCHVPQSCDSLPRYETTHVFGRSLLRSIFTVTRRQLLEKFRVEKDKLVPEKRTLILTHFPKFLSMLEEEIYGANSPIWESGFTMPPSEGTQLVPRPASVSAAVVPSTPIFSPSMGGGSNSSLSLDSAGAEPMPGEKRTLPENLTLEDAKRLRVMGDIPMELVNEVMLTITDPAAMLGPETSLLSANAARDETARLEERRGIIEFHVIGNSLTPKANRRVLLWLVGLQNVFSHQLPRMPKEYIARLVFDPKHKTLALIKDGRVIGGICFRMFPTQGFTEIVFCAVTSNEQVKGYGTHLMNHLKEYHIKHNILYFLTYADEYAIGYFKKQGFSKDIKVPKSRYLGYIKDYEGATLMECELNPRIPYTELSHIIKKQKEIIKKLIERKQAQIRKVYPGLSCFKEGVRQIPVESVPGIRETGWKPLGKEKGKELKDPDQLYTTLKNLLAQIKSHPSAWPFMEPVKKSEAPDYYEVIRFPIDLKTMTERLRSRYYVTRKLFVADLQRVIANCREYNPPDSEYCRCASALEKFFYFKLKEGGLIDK
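qHTS, 1536-well. 20nM enzyme, pH 7.5 HEPES/EDTA/Tween-20 buffer; 15 min compound preinc., RT. Start: 75uM H3(1-25), 70uM AcCoA, 50uM ThioGlo1. Read Ex340/Em540 at t=0 (autofluorescence flag) and t=20 min.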
DT40 TDP1 no CPT: qHTS for Inhibitors of human tyrosyl-DNA phosphodiesterase 1 (TDP1): qHTS in cells in absence of CPT. DT40 Tdp1-/- hTDP1 cells, no CPT, ATP luminescence, 48 h. Potency, µM (top dose mostly 46.2 µM), without a hit: at the highest dose activity change, negative = growth inhibition, most hits filed as inhibitors. 420,000 tested, 15% active. AID 686978, 2013; note: nearly all actives have a fitted effect of over 55% in size
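Luminescent ATP content (CellTiter-Glo) served as the growth readout. Knockout chicken DT40 cells expressing human TDP1 were exposed to compounds without camptothecin for a minimum 48 hr at 37 °C.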
Starred values were filed as active, the others as inactive; ? = inconclusive; . = no result given; & = joins results of further samples; [ ] = remark or other dose. Calls come from the whole dose curve; as a rule, active = well fitted curve in the direction sought with a large enough effect; inconclusive = small, poorly fitted or top-dose-only effect, or another doubt; inactive = no such curve, though single readings can be large; an effect the other way counts as inactive or inconclusive. % is set by controls: 0 for no effect and ±100 for the full control effect; potency is the fitted concentration of half-maximal effect. This is a subset; rates above refer to the full screens.

1) Cc1ccc(C)c(NC(=O)C(=O)NCc2ccccn2)c1
2) Cc1[nH]c2ccc(C(=O)NC3CCCC3)cc2c1C
3) C=CCOC(=O)C1=C(C)NC(=O)NC1c1ccc(N(C)C)cc1 (centres undefined)
4) O=c1c(Cc2ccccc2)c(O)ccn1Cc1ccc2c(c1)OCO2
5) CN(C)c1cccc(C(=O)OCC(=O)NC2CCCC2)c1
6) COc1ccc(OC)c(S(=O)(=O)NC(C)c2ccc(-n3ccnc3)cc2)c1 (centres undefined)

Screen / compound no.	1	2	3	4	5	6
TDP1 cell CPT	9%	9%	8%	-16%	3%	-4%
KAT2A inh	-1%	-4%	-1%	-8%	-1%	3%
DT40 TDP1 no CPT	4%	12%	-25%	?	-3%	2%

7) C=CCn1c(SCC(=O)O)nnc1-c1ccc(C(C)(C)C)cc1
8) CCOC(=O)C1CCN(S(=O)(=O)c2ccc(CN3C(=O)c4cccnc4C3=O)cc2)CC1
9) COc1cc(OC)c(NC(=O)NCCn2nnc3cc(S(=O)(=O)N(C)C)ccc32)cc1Cl
10) C=CCn1c(NCCO)nc2sc3c(c2c1=O)CCC3
11) Cc1c(C(=O)NCCN(C)C)oc2c1-c1nn(Cc3cccc(Cl)c3)cc1CC2
12) O=C(O)c1ccc(CSc2ccccn2)cc1

Screen / compound no.	7	8	9	10	11	12
TDP1 cell CPT	-12%	-12%	-2%	11%	?	14%
KAT2A inh	-2%	-8%	-7%	-6%	-3%	-7%
DT40 TDP1 no CPT	?	9%	-19%	-2%	?	-1%

13) CCc1c(-c2ccc(OC)cc2)ncn1Cc1cccc(-c2ccccc2)c1
14) Cc1ccc2[nH]cc(S(=O)(=O)c3ccc(C(C)C)cc3)c(=O)c2c1
15) CN(C)c1cccc(NC(=O)C2Cc3c(-c4cccnc4)ccnc3O2)c1 (centres undefined)
16) Cc1cccc(NS(=O)(=O)c2ccc(C(=O)NCCCN3CCCC3=O)cc2)c1C
17) CCOC(=O)Cn1nnc(-c2ccc(OCC(C)C)cc2)n1
18) Cc1ccccc1CN1CCC(C(=O)Nc2ccc(Oc3cccnc3)cc2)CC1

Screen / compound no.	13	14	15	16	17	18
TDP1 cell CPT	7.3µM*	3%	8%	?	4%	?
KAT2A inh	.	-25%	.	-3%	-2%	-4%
DT40 TDP1 no CPT	4.6µM*	-3%	0%	?	-26%	?

19) CCNc1nc(NCC)nc(SCCOc2ccc(C)cc2)n1
20) O=C(NCCc1ccccc1)C1COc2ccccc2C1 (centres undefined)
21) COc1ccc(NC(=O)C(=O)NCCc2csc3nc(-c4ccccc4C)nn23)cc1
22) COc1cc(CC(=O)NCCc2ccc(S(N)(=O)=O)cc2)cc(OC)c1OC
23) O=[N+]([O-])c1ccc(P(=O)(Cc2ccccc2)c2ccccc2O)cc1 (centres undefined)
24) Cc1cccc(NC(=O)CSc2nc(C3CC3)nc3ccccc23)c1

Screen / compound no.	19	20	21	22	23	24
TDP1 cell CPT	21µM*	-27%	?	-4%	-5%	?
KAT2A inh	-9%	-5%	2%	-8%	1%	-10%
DT40 TDP1 no CPT	18µM*	?	?	3%	-24%	?

25) O=C1c2ccccc2C(=O)N1N=Cc1ccc2c(c1)OCO2
26) COc1ccc(CCN2C(=O)C3C4C=CC(C3C2=O)C2C(=O)N(CCc3ccc(OC)c(OC)c3)C(=O)C42)cc1OC (centres undefined)
27) O=C(CSc1n[nH]c(-c2ccco2)n1)Nc1ccccc1Cl
28) c1ccc(CSc2nnc(-c3ccncc3)o2)cc1
29) C/C(O)=c1/ccc2cccc3nc(C)nc1c23
30) Cc1cccc(Cc2nnc(NC(=O)c3cccc(S(=O)(=O)N4CCOCC4)c3)s2)c1

Screen / compound no.	25	26	27	28	29	30
TDP1 cell CPT	-19%	10µM*	-1%	-13%	?	-3%
KAT2A inh	.	-12%	-1%	-16%	-20%	0%
DT40 TDP1 no CPT	1%	?	-11%	-29%	?	-20%

Along the list, from the results shown:
Nos. 25 to 30 in KAT2A inh read ., -12%, -1%, -16%, -20%, 0%

The list continues.
31) O=C(NCCc1cn2ccccc2n1)c1cc(COc2ccc3ncccc3c2)on1
32) CN(c1ccccc1)S(=O)(=O)c1ccc(C(=O)Nc2nnc(-c3ccco3)o2)cc1
33) O=C(c1ccc(Cl)c([N+](=O)[O-])c1)N(Cc1ccc(F)cc1)C1CCS(=O)(=O)C1 (centres undefined)
34) COc1ccc(C(CNC(=O)COc2ccc(Br)cc2F)N2CCCC2)cc1 (centres undefined)
35) COc1ccc(-c2nc3sc(CCNS(=O)(=O)c4ccc(F)c(C)c4)c(C)n3n2)cc1
36) C#CCOCCOCCOCCNc1nc(N2CCN(C(=O)[C@H]([C@@H](C)CC)n3cc(CCCN=C(N)N)nn3)CC2)nc(N2CCN(C(=O)[C@H](CCCCN)n3cc(CCCC)nn3)CC2)n1

Screen / compound no.	31	32	33	34	35	36
TDP1 cell CPT	4.1µM*	15µM*	6%	-16%	?	-7%
KAT2A inh	-4%	-10%	-4%	1%	-4%	0%
DT40 TDP1 no CPT	5.8µM*	21µM*	?	-26%	21µM*	-4%

37) Cc1ccc2nc(-c3ccccn3)c(Nc3ccccc3C)n2c1
38) CC1(C)C(c2cccs2)=[N+]([O-])C2(CCCCC/C2=N\NC(N)=S)N1O (centres undefined)
39) COc1ccc(C2C(C(=O)c3cccs3)=C(O)C(=O)N2c2nncs2)cc1 (centres undefined)
40) Nc1nnc(-c2cc3ccccc3oc2=O)s1
41) O=C(NCc1ccc(Cl)cc1)c1ccc(Br)o1
42) CC(C)(C)C(=O)N(CCN(C(=O)C(C)(C)C)c1ccccc1)c1ccccc1

Screen / compound no.	37	38	39	40	41	42
TDP1 cell CPT	16µM*	-4%	9%	-22%	?	?
KAT2A inh	-6%&-12%	-2%	-12%	?	3%[88.6 µM]	-1%
DT40 TDP1 no CPT	10µM*	7%	1%	?	-30%	?

43) O=C1C(=C(c2ccccc2)c2ccccc2)Nc2ccccc21
44) CCc1c(C)nc(SCC(=O)N2CC(C)OC(C)C2)[nH]c1=O (centres undefined)
45) COC(=O)[C@]12CCCCC=C1N(Cc1ccco1)C(=O)[C@H](CC(=O)NCc1ccc(C)o1)C2
46) COc1ccc(S(=O)(=O)N2CCCCC2)cc1NC(=O)c1cccc(S(=O)(=O)N2CCOCC2)c1
47) Cn1c2c(c(=O)n(C)c1=O)C(CC(=O)Nc1ccc(F)cc1)C(=O)N2 (centres undefined)
48) COC(=O)c1ccc(-c2noc(CN3CCCCC3c3nccn3C)n2)cc1 (centres undefined)

Screen / compound no.	43	44	45	46	47	48
TDP1 cell CPT	13µM*	1%	?	?	2%	6%
KAT2A inh	-23%	1%	.	.	-5%	-5%
DT40 TDP1 no CPT	15µM*	-2%	?	?	10%	-27%

49) C=CCn1c(NC(=O)c2ccc(C)cc2)c(C#N)sc1=N
50) CSc1nsc(SC)c1NC(=O)OCc1ccccc1
51) O=C(COC(=O)Cc1ccccc1F)Nc1ccc2[nH]c(=O)[nH]c2c1
52) CC(C)OC(=O)CN1C(=O)C(C)(C)Oc2ccc(C(=O)NC3CC3)cc21
53) CCCN1CNC(=S)N(CCc2ccccc2)C1
54) COCC(=O)N(Cc1ccc(OC)cc1)Cc1nc2ccccc2c(=O)[nH]1

Screen / compound no.	49	50	51	52	53	54
TDP1 cell CPT	-14%	?	-5%	-25%	8%	-1%
KAT2A inh	-10%	0%	-1%	-5%	6%	0%
DT40 TDP1 no CPT	?	?	-3%	-10%	-27%	-3%

55) COC(=O)c1cc(S(=O)(=O)NC2CCC(C)CC2)cn1C (centres undefined)
56) CN(CC(=O)Nc1ccccc1)CC(=O)Nc1ccccc1Cl
57) Oc1ccc(-c2csc(Nc3ccc4c(c3)OCO4)n2)c(O)c1
58) O=C1/C(=C\c2ccc(O)c(O)c2)SC(=S)N1Cc1ccccc1
59) COC(=O)Cc1ccc(NC(=O)C(c2ccccc2)c2ccccc2)cc1
60) O=C1c2ccc3c4c(ccc(c24)C(=O)N1c1cccc(O)c1)CC3

Screen / compound no.	55	56	57	58	59	60
TDP1 cell CPT	-21%	-14%	-8%	21µM*	3%	-8%
KAT2A inh	-8%	-1%	.	-25%	-5%	-7%
DT40 TDP1 no CPT	10%	9%	-21%	18µM*	-25%	?

One compound at a time, as listed above. Screens in order: TDP1 cell CPT, KAT2A inh, DT40 TDP1 no CPT
Listed for `O=C1c2ccc3c4c(ccc(c24)C(=O)N1c1cccc(O)c1)CC3` = -8%, -7%, ?
Listed for `COC(=O)c1cc(S(=O)(=O)NC2CCC(C)CC2)cn1C` (centres undefined) = -21%, -8%, 10%

Next section:
61) CCS(=O)(=O)N1CCc2cc(C(=O)NCc3ccccc3Cl)ccc21
62) Cc1ccc(NC(=O)c2cc(S(=O)(=O)N3CCCCC3)cs2)cc1
63) O=C(COC(=O)c1cnccn1)c1ccc(Cl)cc1
64) CN(C)S(=O)(=O)c1ccc(C(=O)N2CCOCC2)cc1
65) O=C(Nc1cc(Cl)cc(Cl)c1)c1cc(S(=O)(=O)N2CCC3(CC2)OCCO3)ccc1F
66) O=C(c1ccccc1)c1ccc2nc(N3CCN(c4ccccc4)CC3)c3nncn3c2c1

Screen / compound no.	61	62	63	64	65	66
TDP1 cell CPT	?	-9%	12%	-7%	21µM*	4.6µM*
KAT2A inh	-9%	-11%	-6%	0%	-4%	-20%
DT40 TDP1 no CPT	?	-20%	-10%	-1%	?	6.5µM*

67) O=C(CSc1nc(N2CCCCC2)nc(N2CCCCC2)n1)c1ccccc1
68) CCOc1cc(N2CCOCC2)c(OCC)cc1NC(=O)c1c(-c2ccccc2Cl)noc1C
69) Cc1c(C(=O)CN2CCOCC2)[nH]c2ccccc12
70) COc1ccccc1NC(=O)c1ccc(CN(c2cc(Cl)ccc2C)S(=O)(=O)c2ccccc2)cc1
71) Fc1ccc(C[n+]2csc3ccccc32)cc1
72) N#C/C(=C(/O)CN1CCOCC1)c1nc2ccccc2s1

Screen / compound no.	67	68	69	70	71	72
TDP1 cell CPT	?	10µM*	?	-22%	1µM*	8%
KAT2A inh	-8%	-16%	-6%	-1%	-10%	-17%
DT40 TDP1 no CPT	?	7.3µM*	-6%	?	0.92µM*	-28%

73) Cc1cc(OCC(=O)OCC(=O)N2CCc3ccccc3C2)ccc1Cl
74) COc1ccc(NC(=O)C2CCCN2c2ccc(OC)c(OC)c2)cc1OC (centres undefined)
75) COCCCNC(=O)c1ccc(Cn2c(=O)c3ccccc3n(Cc3ccc(C)cc3)c2=O)cc1
76) CCCS(=O)(=O)c1c(S(=O)(=O)CCC)c2c3ccccc3ccn2c1C(N)=O

Screen / compound no.	73	74	75	76
TDP1 cell CPT	7%	-24%	?	-8%
KAT2A inh	-6%	-4%	1%&-4%	-3%
DT40 TDP1 no CPT	16%	-27%	?	?

In the list so far, nine have two or more sulfur atoms.
30) Cc1cccc(Cc2nnc(NC(=O)c3cccc(S(=O)(=O)N4CCOCC4)c3)s2)c1
35) COc1ccc(-c2nc3sc(CCNS(=O)(=O)c4ccc(F)c(C)c4)c(C)n3n2)cc1
38) CC1(C)C(c2cccs2)=[N+]([O-])C2(CCCCC/C2=N\NC(N)=S)N1O (centres undefined)
39) COc1ccc(C2C(C(=O)c3cccs3)=C(O)C(=O)N2c2nncs2)cc1 (centres undefined)
46) COc1ccc(S(=O)(=O)N2CCCCC2)cc1NC(=O)c1cccc(S(=O)(=O)N2CCOCC2)c1
50) CSc1nsc(SC)c1NC(=O)OCc1ccccc1
58) O=C1/C(=C\c2ccc(O)c(O)c2)SC(=S)N1Cc1ccccc1
62) Cc1ccc(NC(=O)c2cc(S(=O)(=O)N3CCCCC3)cs2)cc1

Screen / compound no.	30	35	38	39	46	50	58	62
TDP1 cell CPT	-3%	?	-4%	9%	?	?	21µM*	-9%
KAT2A inh	0%	-4%	-2%	-12%	.	0%	-25%	-11%
DT40 TDP1 no CPT	-20%	21µM*	7%	1%	?	?	18µM*	-20%

76) CCCS(=O)(=O)c1c(S(=O)(=O)CCC)c2c3ccccc3ccn2c1C(N)=O

Screen / compound no.	76
TDP1 cell CPT	-8%
KAT2A inh	-3%
DT40 TDP1 no CPT	?
